BRCT inh red: qHTS Assay for Inhibitors of BRCT-Phosphoprotein Interaction (Red Fluorophore); Breast cancer type 1 susceptibility protein (Homo sapiens), P38398; BRCT-phosphopeptide binding, red fluorescence polarization; Potency, µM (highest dose often 76.9 µM), inactives show at the highest dose activity change, negative = inhibition, most hits filed as inhibitors; 75,000 compounds, 0.03% hits; AID 892, 2007; also: % is scaled to controls: 0 for no effect and ±100 for the full control effect
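Rhodamine-labelled pBACH1 10-mer (100 nM) bound to BRCT domain (100 nM) at pH 7.3; compounds incubated 12 min room temperature, polarization read. Free peptide defines full inhibition; unlabelled decapeptide titrated as control.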
Fluorescein autfl: qHTS Assay for Spectroscopic Profiling in Fluorescein Spectral Region; max fluorescein-equivalent concentration, M; Compound autofluorescence, 480/540 nm, fluorescein-equivalent; active compounds read high; AID 593, 2007; 59,000 compounds, 0.91% hits; in the data active = max fluorescein-equivalent concentration above about 10 nM; inconclusive = between about 1.1 nM and that limit
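In this qHTS profile, compound fluorescence was measured with a 480 nm/540 nm filter pair following a 15-min room-temperature incubation in 100 mM Tris (pH 8.0). A six-point fluorescein series on each plate served for normalization.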
Rhodamine autofl: qHTS Assay for Spectroscopic Profiling in Rhodamine Spectral Region; Rhodamine-region fluorescence, 547/598 nm, Tris buffer; active compounds read high; max dye-equivalent concentration, M; AID 594, 2007; 59,000 compounds, 0.05% hits; in the data active = max dye-equivalent concentration above about 11 nM; inconclusive = between about 1.1 nM and that limit
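Intensities are converted to rhodamine-equivalent concentration using a six-point rhodamine standard on each plate. Compounds sit 15 min at room temperature in 100 mM Tris buffer, pH 8.0; read uses the 547/598 nm excitation/emission pair.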
A350 fluor: qHTS Assay for Spectroscopic Profiling in A350 Spectral Region; Compound autofluorescence, 340/450 nm, Alexa 350 dye-equivalents; active compounds read high; max dye-equivalent concentration, M; 59,000 compounds, 11% hits; in the data active = max dye-equivalent concentration above about 10 nM; inconclusive = mostly about 1.1 nM to 9.6 nM
Texas Red fluor: qHTS Assay for Spectroscopic Profiling in Texas Red Spectral Region; Compound fluorescence, Texas Red channel, 547/618 nm; active compounds read high; max dye-equivalent concentration, M; 59,000 compounds, 0.06% hits; AID 587, 2007; in the data active = max dye-equivalent concentration above about 10 nM; inconclusive = between about 1.1 nM and that limit
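Dye-equivalent concentrations come from scaling compound signal (ex 547, em 618 nm) to six Texas Red standard concentrations run on every plate, after 15 min room-temperature incubation in pH 8.0 Tris (100 mM).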
USP2a inh: qHTS Assay for Inhibitors of Ubiquitin-specific Protease USP2a; Ubiquitin carboxyl-terminal hydrolase 2 (Homo sapiens), O75604; USP2a enzymatic assay, qHTS inhibition; Potency, µM (titrated, usually from 38.3 µM), for inactives: at the top dose activity change, negative = inhibition, usual class: inhibitors; 60,000 compounds, 0.1% hits; AID 927, 2007;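 also: potency is read from the fitted curve at half-maximal effect; nearly all actives have a fitted effect of over 60% in size; plate controls were DMSO for no effect and NEM full inhibition control for full effect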
Target sequence (O75604 whole entry, looked up): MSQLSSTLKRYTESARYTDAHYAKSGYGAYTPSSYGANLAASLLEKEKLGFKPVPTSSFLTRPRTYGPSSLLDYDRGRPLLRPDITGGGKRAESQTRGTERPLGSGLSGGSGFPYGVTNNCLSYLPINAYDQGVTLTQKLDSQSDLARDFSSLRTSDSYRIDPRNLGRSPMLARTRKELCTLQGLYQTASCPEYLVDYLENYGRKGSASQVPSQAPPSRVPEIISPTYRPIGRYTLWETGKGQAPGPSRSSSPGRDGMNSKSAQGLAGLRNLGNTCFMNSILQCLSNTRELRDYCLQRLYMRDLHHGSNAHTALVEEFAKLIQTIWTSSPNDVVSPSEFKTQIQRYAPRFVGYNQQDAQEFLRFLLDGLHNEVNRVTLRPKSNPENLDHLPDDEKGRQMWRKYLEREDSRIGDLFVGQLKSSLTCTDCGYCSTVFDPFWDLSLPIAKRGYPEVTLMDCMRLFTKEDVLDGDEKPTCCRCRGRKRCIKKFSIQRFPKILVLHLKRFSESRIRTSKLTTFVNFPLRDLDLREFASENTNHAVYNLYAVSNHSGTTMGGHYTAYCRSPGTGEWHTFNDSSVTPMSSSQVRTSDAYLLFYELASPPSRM
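Inhibition is measured in a cell-free coupled assay with 20 nM USP2 core, 20 nM Ub-PLA2 and 20 uM NBD C6-HPC, 2.5 h incubation. Activity normalized to NEM control.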
Caspase-7 inhib: qHTS Assay for Allosteric/Competitive Inhibitors of Caspase-7; AID 889, 2007; Potency, µM (series often up to 57.5 µM), for inactives: top-dose activity change, negative = inhibition, hits mostly inhibitors; recombinant caspase-7, Ac-DEVD-AFC fluorescence rate; 75,000 compounds, 0.02% hits; active = well fitted inhibition curve with a large enough effect in the main read-out, with a control signal flat, not every such curve was filed as active; inconclusive = small, poorly fitted or top-dose-only effect, or a change in a side signal; also: potency is read from the fitted curve at half-maximal effect; % of control where 0% means no effect
Target sequence (P55210 24-198 limits assumed): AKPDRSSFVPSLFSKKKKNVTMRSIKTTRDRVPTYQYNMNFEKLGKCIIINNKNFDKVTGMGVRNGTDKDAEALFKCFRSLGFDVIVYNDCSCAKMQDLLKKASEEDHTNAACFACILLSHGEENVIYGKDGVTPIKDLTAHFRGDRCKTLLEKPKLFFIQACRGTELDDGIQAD
Target sequence (P55210 207-303 limits assumed): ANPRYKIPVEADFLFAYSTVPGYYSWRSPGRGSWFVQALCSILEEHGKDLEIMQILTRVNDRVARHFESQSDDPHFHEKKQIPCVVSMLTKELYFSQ
BRCT PPI green: qHTS Assay for Inhibitors of BRCT-Phosphoprotein Interaction (Green Fluorophore); Breast cancer type 1 susceptibility protein (Homo sapiens), P38398; BRCA1 BRCT-phosphopeptide binding, green fluorescence polarization; Potency, µM (series often up to 76.9 µM), for the others: at the top dose activity change, negative = inhibition, actives largely listed as inhibitors; 75,000 compounds, 0.05% hits;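 also: potency is read from the fitted curve at half-maximal effect; plate controls were peptide without protein for full effect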
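Fluorescence polarization: His-tagged BRCT (~35 kDa BRCA1 C-terminus, 250 nM) bound to 100 nM fluorescein-labeled phosphorylated 10-aa BACH1 peptide, pH 7.3 phosphate buffer with DTT and Tween 20. Compounds incubated 12 min at room temperature; inhibition read as lowered polarization.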
Caspase-1 inhib: qHTS Assay for Allosteric/Competitive Inhibitors of Caspase-1; Potency, µM (titrated, usually from 57.5 µM), for inactives: at the highest dose activity change, negative = inhibition, most hits filed as inhibitors; Caspase-1 enzyme, Ac-WEHD-AFC fluorogenic rate; P29466; 75,000 compounds, 0.03% hits;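 also: potency is read from the fitted curve at half-maximal effect; plate controls were vehicle for no effect and no substrate for full effect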
4MU fluor: qHTS Assay for Spectroscopic Profiling in 4-MU Spectral Region; AID 589, 2007; 59,000 compounds, 11% hits; compound autofluorescence, 340/450 nm, 4-MU equivalents; active compounds read high; max dye-equivalent concentration, M; in the data active = max dye-equivalent concentration above about 10 nM; inconclusive = mostly about 1.1 nM to 9.6 nM
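Compounds in 100 mM Tris, pH 8.0, sat 15 min at room temperature before fluorescence was read at 340 nm excitation/450 nm emission; a per-plate six-point 4-MU standard curve converted signals to dye-equivalent concentration at each compound concentration.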
HEK293 cAMP ctrl: qHTS Assay for Agonists of the Thyroid Stimulating Hormone Receptor: Activators of Intracellular cAMP Concentrations in Parental HEK 293. Potency, µM (series often up to 57.1 µM), without a hit: top-dose activation, actives largely listed as activators. 73,000 compounds, 2.5% hits. parental HEK293 CNG cAMP sensor, membrane potential fluorescence; also: potency is read from the fitted curve at half-maximal effect; % of control where 0% means no effect; nearly all actives have a fitted effect of over 55% in size
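Parental HEK 293 cells stably expressing a cAMP-gated CNG channel were loaded with membrane potential dye containing 100 uM RO 20-1724 for 60 min. Compound added for 30 min; depolarization read as fluorescence intensity at 590 nm.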
* marks the source's active call; other numbers are inactive results; i = inactive; ? = inconclusive; · = not tested or not shown; [ ] = remark or other dose. Unless noted, calls follow the shape of the dose curve; as a rule, active = well fitted curve in the direction sought with a large enough effect; inconclusive = small, poorly fitted or top-dose-only effect, or another doubt; inactive = no such curve, though single readings can be large; an effect the other way counts as inactive or inconclusive.

SMILES | BRCT inh red | Fluorescein autfl | Rhodamine autofl | A350 fluor | Texas Red fluor | USP2a inh | Caspase-7 inhib | BRCT PPI green | Caspase-1 inhib | 4MU fluor | HEK293 cAMP ctrl
Cc1ccc(S(=O)(=O)N[C@H]2COC(=O)C/C=C\[C@H](C)[C@@H](NS(=O)(=O)c3ccc(C)cc3)COC(=O)C/C=C\[C@@H]2C)cc1 | 1.0%[15.4 µM] | · | · | · | · | · | 1%[11.5 µM] | -0.7%[15.4 µM] | -2%[11.5 µM] | · | -7%[11.4 µM]
CCOC(=O)c1oc2ccccc2c1NC(=O)CN1CCN(C)CC1 | -1.5% | i | i | ? | i | 15% | 1% | -0.7% | -2% | ? | 9%
COc1ccc(C(OC(=O)c2ccco2)C(=O)NCc2ccco2)cc1 (stereo unspecified) | 0.2% | i | i | i | i | -2% | -1% | 0.6% | -3% | i | 4%
Cc1cc(NC(=O)COC(=O)COc2ccc3c(c2)CCC3)no1 | 0.3% | ? | i | i | i | 2% | 0% | -1.8% | -2% | i | 9%
CN1CCCC2(CCN(C(=O)c3cccn3C)CC2)C1 | 1.0% | i | i | i | i | 0% | 1% | -1.5% | -2% | i | ?
Oc1ccc(-c2nc3cnccn3c2Nc2ccc3c(c2)OCCO3)cc1 | 0.0% | · | · | · | · | · | -1% | -2.2% | -2% | · | 1%
COc1ccc(Cl)cc1N(CC(=O)Nc1ccc2c(c1)OCO2)S(C)(=O)=O | -2.0% | · | · | · | · | 20% | 1% | -2.9% | -1% | · | -6%
COc1ccc(Nc2ccnc3ccccc23)cc1 | 0.2% | i | i | i | i | 18% | 0% | 0.7% | 0% | i | -5%
COc1ccc(N2CCN(C(=O)CCCOc3cc(=O)n(C)c4ccccc34)CC2)cc1 | 1.2% | i | i | i | ? | 13% | -2% | -1.9% | 1% | i | 4%
Cn1c(NCc2ccccc2)nc2c1c(=O)n(Cc1ccc(Br)cc1)c(=O)n2C | · | i | i | i | i | · | · | · | · | i | ·
Cc1nc2ccc(S(=O)(=O)NCC(=O)N3CCN(c4ccccn4)CC3)cc2s1 | -0.1% | i | i | i | ? | 6% | -1% | -2.1% | 0% | i | -7%
Nc1nc(CSc2nnnn2-c2ccccc2)nc(N2CCCc3ccccc32)n1 | -1.5% | i | i | ? | i | 2% | -3% | 0.3% | -1% | ? | 9%
Cc1nc(NCc2ccccn2)c2ccccc2n1 | 0.8% | i | i | i | ? | -7% | -3% | 0.2% | 0% | i | ?
CC1CN(S(=O)(=O)c2ccc(Cl)c(C(F)(F)F)c2)CC(C)O1 (stereo unspecified) | -1.4% | i | i | i | i | 1% | 0% | 2.5% | -2% | i | ?
O=C(NC(CO)C(O)c1ccc([N+](=O)[O-])cc1)C(Cl)Cl (stereo unspecified) | -0.9% | · | · | · | · | 2% | 3% | -1.2%[3.08 µM] | 0% | · | ·
O=C(COC(=O)CCC(=O)c1ccc(Cl)cc1)NCC1CCCO1 (stereo unspecified) | 0.7% | ? | i | i | i | 13% | 0%[0.00368 µM] | -1.0% | 0% | i | 15%
CN(CC(=O)NC1CCCc2ccccc21)S(=O)(=O)c1ccc2c(c1)c(=O)n(C)c(=O)n2C (stereo unspecified) | -2.0% | · | · | · | · | · | -3% | 0.7% | -5% | · | ?
COCCCn1c2nc3ccccc3nc2c2c(=O)n(-c3ccccc3OC)c(C)nc21 | · | i | i | 1.6e-07M* | i | · | · | · | · | 1.7e-07M* | ·
Cc1nc2cc(-c3cccc(F)c3)nn2c(C)c1CCC(=O)N1CCN(c2ccccn2)CC1 | -1.0% | · | · | · | · | · | 0% | -2.0% | -1% | · | ?
Cc1ccc(C(C)NC(=O)c2cc(C)oc2C)cc1 (stereo unspecified) | -0.3% | i | i | i | ? | -3% | 2% | 1.5% | -5% | i | 15%
Cc1c(N=C2Nc3cccc4cccc2c34)c(=O)n(-c2ccccc2)n1C | -0.3% | 1.5e-07M* | i | i | i | 9% | -5% | 5.0% | -4% | i | -15%
COC(=O)[C@@H]1CC[C@H](C)[C@@H](c2ccc(C)cc2)N1C(=O)c1ccc(/C=N\O[C@@H]2O[C@H](COC(C)=O)[C@H](OC(C)=O)[C@H](OC(C)=O)[C@H]2OC(C)=O)cc1 | 1.4%[15.4 µM] | · | · | · | · | · | -2%[11.5 µM] | 3.9%[15.4 µM] | 0%[11.5 µM] | · | 25%[11.4 µM]
Fc1ccc(N2CCN(C(c3cccs3)c3nnnn3C3CCCC3)CC2)cc1 (stereo unspecified) | -1.2% | ? | i | i | i | 1% | -2% | 0.4% | 0% | i | ?
Cc1ccc(-c2nc3ccccc3c(=O)n2CCN2CCOCC2)cc1 | 3.1% | ? | i | ? | i | 4% | -1% | -6.0% | 1% | i | 8%
CN1CCN(P(=O)(c2ccccc2)c2nc3ccccc3s2)CC1 (stereo unspecified) | -1.9% | i | i | i | i | 5% | 0% | 1.1% | 2% | i | 13%
Cc1cc(C)c2[nH]c(=O)c(C(c3nnnn3Cc3ccc4c(c3)OCO4)N3CCC(C)CC3)cc2c1 (stereo unspecified) | -0.3% | i | i | ? | i | · | -5% | 1.4% | -8% | i | ?
O=C(NC1=NCCS1)c1ccc(OCC2CCCO2)cc1 (stereo unspecified) | 0.7% | ? | i | ? | i | -3% | 7% | 0.4% | 1% | i | -3%
COC(=O)C1(CC(C)C)C=C2C(=C(c3ccccc3)C(=O)C2C)CN1 (stereo unspecified) | -1.1% | · | · | · | · | · | -13% | 0.2% | -9% | · | 18%
COc1ccc(S(=O)(=O)N(C)CC(=O)NC2CCCC2)cc1Cl | 1.0% | i | i | i | i | -4% | -2% | -0.6% | 1% | i | -1%
CCOc1cc(C2c3c(n[nH]c3C)C(=O)N2c2ccc(C)cc2)ccc1O (stereo unspecified) | 0.6% | i | i | i | i | 8% | -1% | -1.5% | -2% | i | 5%
C[C@@]1(C(NC(=O)Cc2ccccc2)c2ccc(-c3ccccc3)cc2)C[C@H]1C1CCCCC1 (stereo partly specified) | 1.3% | · | · | · | · | · | 0% | -2.2% | -3% | · | 3%
CCC1(c2cccc(Cl)c2)NC(=O)N(Cc2cc(C(=O)OC)c(C)o2)C1=O (stereo unspecified) | -0.3% | i | i | i | i | 19% | -6% | -0.8% | -3% | i | 15%
Cn1cnnc1Sc1nc2ccccc2nc1NS(=O)(=O)c1ccccc1 | -0.1% | ? | i | 1.2e-07M* | i | -6% | -5% | -0.4% | -3% | 8.8e-08M* | 2%
CC(=O)c1c(C)nn(CCC(=O)O)c1C | -5.5% | ? | i | i | ? | -1% | 0% | -3.8% | -1% | i | 16%
O=C(NCCCN1CCCCCC1)c1ccc(CS(=O)(=O)Cc2ccccc2F)o1 | 0.2% | i | i | i | i | 4% | -3% | -1.5% | -3% | i | 10%
COc1ccc(Nc2nnc(Cc3ccc(Cl)cc3)c(=O)[nH]2)c(OC)c1 | -1.6% | i | i | i | i | 33%[activator] | -1% | -2.0% | -3% | i | 19%
O=c1cc(-c2ccccc2)nc(N2CCN(Cc3ccccc3)CC2)[nH]1 | 0.2% | i | i | i | i | 30%[activator] | -1% | 0.4% | 0% | i | 1%
CC(/C=C/c1ccccc1)=N/O | 0.2% | · | · | · | · | -2% | 0% | -2.8% | -3% | · | -11%
Cc1c(C2(O)C(=O)Nc3ccc(F)cc32)c(=O)n(-c2ccccc2)n1C (stereo unspecified) | 0.1% | ? | i | i | ? | 1% | -1% | -3.7% | 0% | i | 1%
CN(C)S(=O)(=O)n1cnc(-c2ccccc2)c1-c1ccccc1 | -1.3% | i | i | i | ? | -1% | 0% | 1.3% | -3% | i | ?
CCOC(=O)N1CCC(NC(=O)c2cc3cc4cc(OC)ccc4nc3o2)CC1 | -2.1% | i | i | 3.8e-07M* | ? | 30%[activator] | -4% | 3.2% | -3% | 3.7e-07M* | 3%
COc1ccc(C[N+](C)(C)N)cc1OC | -1.3%[15.4 µM] | i | i | i | i | · | 0%[11.5 µM] | -0.9%[15.4 µM] | 1%[11.5 µM] | i | 9%[11.4 µM]
CCn1nc(C(=O)Nc2ccc(S(=O)(=O)Nc3nccs3)cc2)c2ccccc2c1=O | -0.1% | ? | i | ? | ? | 26% | 3% | 6.1% | -5% | i | 8%
CCOC(=O)N1CCC(N(C(=O)Nc2ccccc2)C(C)CC)CC1 (stereo unspecified) | 1.4% | i | i | 1.9e-08M* | ? | 9% | -1% | -0.7% | -2% | 1.5e-08M* | 3%

An excerpt, so the mix of outcomes need not match the whole.
